# Assay outcomes (PubChem)
# AmpC no deterg – qHTS Inhibitors of AmpC Beta-Lactamase (assay without detergent); P00811; Potency, µM (top dose mostly 57.1 µM), for inactives: top-dose activity change, negative = inhibition, most hits filed as inhibitors; AmpC nitrocefin hydrolysis, absorbance 480 nm, 0.0001% Triton; actives 0.52% (n = 330,000); AID 485341, 2010;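 also: potency is read from the fitted curve at half-maximal effect; plate controls were no compound for no effect and no enzyme for full effect; nearly all actives have a fitted effect of over 20% in size; some results filed as inactive show a strong effect at the top dose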
# Target sequence (P00811 whole entry, looked up): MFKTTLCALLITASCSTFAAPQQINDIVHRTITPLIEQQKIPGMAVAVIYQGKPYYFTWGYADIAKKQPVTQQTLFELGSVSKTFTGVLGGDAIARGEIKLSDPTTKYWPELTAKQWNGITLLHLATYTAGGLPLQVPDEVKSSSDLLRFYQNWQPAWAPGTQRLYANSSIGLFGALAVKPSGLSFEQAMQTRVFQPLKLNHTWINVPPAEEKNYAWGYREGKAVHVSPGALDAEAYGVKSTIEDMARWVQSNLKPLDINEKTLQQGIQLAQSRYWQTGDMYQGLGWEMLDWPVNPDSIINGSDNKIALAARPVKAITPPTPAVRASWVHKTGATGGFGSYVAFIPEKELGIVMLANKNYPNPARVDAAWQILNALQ
#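 20 mM phosphate pH 7.0 + 0.01% (detergent screen) or 0.0001% Triton X-100; 5.3 nM AmpC reagent; cpd preinc 15 min RT; nitrocefin (800 uM stock) to start; A480 q20 s × 4 min; Activity was normalised to no-enzyme and no-compound control wells.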
# AmpC inh detg – qHTS Inhibitors of AmpC Beta-Lactamase (assay with detergent); AID 485294, 2010; P00811; Potency, µM (doses to about 114 µM), for inactives: at the top dose activity change, negative = inhibition, actives largely listed as inhibitors; AmpC hydrolysis of nitrocefin, absorbance 480 nm, 0.01% Triton; actives 0.041% (n = 370,000);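 also: potency is read from the fitted curve at half-maximal effect; 0% = no-compound wells and -100% = no-enzyme wells; nearly all actives have a fitted effect of over 25% in size; some results filed as inactive show a strong effect at the top dose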
#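 20 mM phosphate pH 7.0 + 0.01% (detergent screen) or 0.0001% Triton X-100; 5.3 nM AmpC reagent; cpd preinc 15 min RT; nitrocefin (800 uM stock) to start; A480 q20 s × 4 min; Activity was normalised to no-enzyme and no-compound control wells.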
# AMA1-RON2 inh – qHTS for Inhibitors of AMA1-RON; Towards Development of Antimalarial Drug Lead: Primary Screen; AlphaScreen AMA1-biotinylated RON2 peptide binding; Potency, µM (titrated, usually from 58.2 µM), without a hit: top-dose activity change, negative = inhibition, most hits filed as inhibitors; actives 0.2% (n = 360,000); AID 720542, 2013;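 also: potency is read from the fitted curve at half-maximal effect; 0% = vehicle wells and -100% = peptide control; nearly all actives have a fitted effect of over 45% in size; some results filed as inactive show a strong effect at the top dose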
#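 AMA1 (3D7) with his tag at 25 nM final met compounds first, then biotinylated RON2 peptide at 25 nM; detection used donor plus acceptor beads, 10 µg/mL apiece, read by AlphaScreen after 30 min at room temperature.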
# Sm TGR inh – qHTS Assay for the Inhibitors of Schistosoma Mansoni Peroxiredoxins. actives 3% (n = 360,000). AID 485364, 2010. Potency, µM (highest dose often 114 µM), without a hit: at the highest dose activity change, negative = inhibition, most hits filed as inhibitors. purified TGR, DTNB reduction, TNB absorbance 405 nm; also: potency is read from the fitted curve at half-maximal effect; nearly all actives have a fitted effect of over 60% in size
#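 TGR 20 nM + NADPH 100 uM (dispensed conc.), cpd preinc 15 min RT; start with NADPH (500 uM addition) then DTNB (15 mM addition). Kinetic TNB absorbance, 405 nm filter. Four-parameter Hill fit across titration.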
# LmPK inh – qHTS Assay for Inhibitors of Leishmania Mexicana Pyruvate Kinase (LmPK); Q27686; Potency, µM (highest dose often 57.5 µM), inactives show top-dose activity change, negative = inhibition, usual class: inhibitors; actives 0.37% (n = 290,000); purified LmPK, Kinase-Glo ATP luminescence, 1 h; also: potency is read from the fitted curve at half-maximal effect
# Target sequence (Q27686 whole entry, looked up): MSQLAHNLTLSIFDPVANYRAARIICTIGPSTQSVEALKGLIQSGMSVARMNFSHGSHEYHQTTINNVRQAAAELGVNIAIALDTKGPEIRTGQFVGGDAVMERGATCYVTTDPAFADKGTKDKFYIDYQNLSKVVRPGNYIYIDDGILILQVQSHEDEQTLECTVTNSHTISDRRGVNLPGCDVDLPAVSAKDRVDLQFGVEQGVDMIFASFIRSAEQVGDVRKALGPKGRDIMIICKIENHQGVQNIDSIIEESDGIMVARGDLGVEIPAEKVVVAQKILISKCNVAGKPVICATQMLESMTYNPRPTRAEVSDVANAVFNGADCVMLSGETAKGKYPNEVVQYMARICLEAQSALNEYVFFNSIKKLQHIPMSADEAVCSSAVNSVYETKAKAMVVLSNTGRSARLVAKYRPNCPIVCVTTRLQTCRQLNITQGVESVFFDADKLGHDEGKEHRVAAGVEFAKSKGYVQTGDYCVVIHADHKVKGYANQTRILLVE
#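 ATP generated from ADP (0.1 mM) and PEP (0.5 mM) by 0.1 nM LmPK over 1 h at room temperature (pH 7.2 imidazole buffer) was detected by coupled luciferase luminescence. Values were normalized to uninhibited and no-enzyme wells.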
# Tb PYK inh – qHTS of Trypanosoma Brucei Inhibitors. pyruvate kinase (Trypanosoma brucei), Q57TT1. TbPYK enzyme, Kinase-Glo Plus ATP luminescence, 45 min. Potency, µM (top dose mostly 76.8 µM), without a hit: at the highest dose activity, negative = inhibition, most hits filed as inhibitors. actives 0.12% (n = 410,000); also: potency is read from the fitted curve at half-maximal effect; nearly all actives have a fitted effect of over 50% in size
#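 Screened from lowest to highest concentration, compounds were pinned into TbPYK/substrate mixtures, and ADP (130 uM final) was added. Plates sat at room temperature for 45 min prior to Kinase-Glo Plus detection by luminescence.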
# HCMV antiviral – qHTS Assay for inhibitors of the human cytomegalovirus (HCMV). actives 4.5% (n = 410,000). HFF cells, HCMV-luciferase reporter, 72 h; stronger effect = lower value. AID 1259415, 2018. activity change, negative = inhibition, % at 57.5 µM; in the data active = activity change below about -60%; inconclusive = no clear call, values can overlap the other calls; inactive = above about -39%
#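 Screen run at 2 compound doses on HFFs infected with reporter HCMV, MOI 1 PFU/cell. Luciferase activity from cell lysates at 72 h post infection gave inhibition relative to buffer-only and Salinomycin wells.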
# * hit, by the source's call; ? = inconclusive; . = no result given; [ ] = another dose, or the depositor's remark. Unless noted, calls follow the shape of the dose curve; as a rule, active = well fitted curve in the direction sought with a large enough effect; inconclusive = small, poorly fitted or top-dose-only effect, or another doubt; inactive = no such curve, though single readings can be large; an effect the other way counts as inactive or inconclusive. Unless noted, % is scaled to controls: 0 for no effect and ±100 for the full control effect.
SMILES,AmpC no deterg,AmpC inh detg,AMA1-RON2 inh,Sm TGR inh,LmPK inh,Tb PYK inh,HCMV antiviral
Cc1cc2nc(-c3ccccc3Br)n(/C=C(\c3ccccc3)n3c(=O)[nH]c4ccccc43)c2cc1C,.,.,24.1%,.,.,-1.4%,42.5
CN1CCN(S(=O)(=O)c2cccc(C(=O)N(C)Cc3cccs3)c2)CC1,6.8%,2.8%,-0.8%,-2.1%,.,4.0%,-13.7
COCC(=O)N(C)C[C@H]1N[C@@](Cc2ccccc2)(C(=O)OC)[C@H]2C(=O)N(Cc3ccccc3)C(=O)[C@@H]12,43.3%,.,-4.7%,.,.,-6.4%,11.2
COc1ccccc1CNC1CCN(Cc2ccccc2)CC1,-12.6%,-14.6%,-27.4%,-18.1%,-8.0%,-11.4%,8.8
CSc1ccc(S(=O)(=O)NCC(=O)OCC(=O)NC2(C#N)CCCCC2)cc1[N+](=O)[O-],3.1%,-12.8%,2.2%,3.1%,.,0.8%,-23.4
Cc1ccc(-c2nc3ccc(C)cn3c2CC2CCCCC2)cc1,.,.,4.0%,.,.,-11.8%,58.7
Cc1ccccc1C(=O)Nc1ccc(N2CCCC2)cc1,1.9%,-0.5%,3.8%,-34.7%,?,?,27.0
NC(=O)c1ccccc1N/C=C1\CCCCC1=O,-31.5%,-0.5%,-5.9%,-11.9%,2.0%,-18.2%,4.0
O=C(OCc1nc2ccccc2s1)c1cnccn1,-15.7%,-15.6%,-9.1%,-19.3%,-14.4%,7.2%,96.3
Cc1ccc(Sc2ccc(C=C3C(=O)N(C)C(=O)N(C)C3=O)o2)cc1,-28.5%,-7.8%,-12.0%,.,-28.2%,-7.3%,-24.6
CC(C)Cc1nc2oc3c(NCC(C)O)ncnc3c2c2c1CCCC2 (centres undefined),67.4%[activator],1.8%,0.0%,2.7%,4.2%,0.2%,-20.0
CC1=C(CCN2CCN(C(C)C)C(CCO)C2)C(C)(C)CCC1 (centres undefined),7.1%,-0.9%,-11.7%,2.2%,4.0%,-2.0%,-25.0
CCS(=O)CCSC(=N)N (centres undefined),-16.5%,?,3.6%,0.1%,4.2%,5.5%,-28.0
CN(C(=O)c1cccc(N2C(=O)C3CC=CCC3C2=O)c1)C1CCCCC1 (centres undefined),-48.5%,-6.2%,-5.2%,0.5%,-18.0%,-16.3%,9.0
CCOC(=O)c1c(S(=O)(=O)NCC(=O)Nc2ccc(C)cc2)c(C)n(C)c1C,0.6%,-3.0%,-11.5%,0.2%,5.3%,-0.4%,9.6
Nc1ccc(CC(N)c2csc(Nc3nncc4ccccc34)n2)cc1 (centres undefined),.,.,61.6%[activator],.,.,-5.0%,-35.5
Cc1c(C(=O)O)nn(-c2cccc(C(F)(F)F)c2)c(=O)c1C#N,-8.6%,1.7%,8.0%,4.3%,0.2%,-1.8%,-8.8
CC1CC(C)CN(C(=O)c2ccc(S(=O)(=O)N3CCCCC3)cc2)C1 (centres undefined),4.3%,3.4%,0.0%,2.8%,0.5%,-12.1%,-0.4
CCN(Cc1ccc(OC)c(F)c1)C(=O)CCl,-6.4%,-4.9%,0.8%,11.2µM*,7.6%,0.4%,?
CN1CCc2nc(NC(=O)c3cccc(OC(F)F)c3)sc2C1,-1.9%,-5.1%,5.3%,-9.2%,6.0%,0.7%,-26.1
O=C(CSCc1c(F)cccc1Cl)NCCc1ccccc1,5.5%,1.0%,53.4%[activator],-2.9%,0.4%,-7.6%,-2.9
O=C(OCc1nnc(-c2ccc(Cl)cc2)o1)C12CC3CC(CC(O)(C3)C1)C2,71.3%[activator],-1.6%,11.6%,0.2%,2.4%,4.7%,-24.1
CCc1ccc2c(c1)NC(=O)C2(C)Cc1ccc(C(F)(F)F)nc1 (centres undefined),.,.,11.0%,.,.,0.6%,-24.9
Cc1ccc(NC(=O)CCNS(=O)(=O)c2ccccc2)c(C(=O)c2ccccc2)c1,-19.0%,4.9%,-10.1%[2.32 µM],14.2%,1.3%,-4.0%,-29.3
CCCCN(C(=O)CSc1nnc(-c2ccco2)o1)c1c(N)n(Cc2ccccc2)c(=O)[nH]c1=O,111.3%[activator],0.9%,-5.2%,0.6%,2.1%,0.3%,-22.2

# Following part
SMILES,AmpC no deterg,AmpC inh detg,AMA1-RON2 inh,Sm TGR inh,LmPK inh,Tb PYK inh,HCMV antiviral
COc1ccc(NC(=O)NNC(=O)COc2ccc3cc(Br)ccc3c2)c(OC)c1,-16.0%,-0.1%,29.2%,-1.8%,-8.0%,-5.8%,26.5
COc1ccc(N/C=C2\C(=O)CCc3c2oc2cc(Cl)c(O)c(Cl)c32)cc1,-46.2%,-4.7%,-9.6%,35.5µM*,1.1%,-7.3%,-61.9*
CN(C(=O)CCc1nc2ccccc2s1)c1ccccc1,-9.4%,-2.0%,2.8%,-9.8%,0.3%,2.1%,47.4
Cc1ccc(-c2c(C(=O)O)c3ccccc3[nH]c2=O)cc1,-3.4%,-6.2%,-6.5%,-17.4%,0.9%,3.0%,14.9
c1ccc(NC2=Nc3ccccc3CC2)cc1,-50.1%,?,8.8%,0.0%,2.1%,-12.0%,38.6
CC(C)OC(=O)/C(=C\C=C\c1ccccc1)NC(=O)c1ccccc1,-3.6%,3.5%,-13.1%,22.2%,0.0%,2.6%,-1.9
O=C(O)C1CCCN1S(=O)(=O)c1cc(Cl)ccc1Cl (centres undefined),-2.5%,-18.4%,3.2%,-6.0%,3.0%,-1.5%,-17.5
COc1cc(/C=N/NC(=O)c2ccc(CSc3nncn3C)cc2)cc(OC)c1O,-24.5%,?,4.7%,-3.2%,-1.1%,-1.5%,60.8
COc1cc(/C=C/CN2CCN(Cc3ccc(C)o3)C(CCO)C2)ccc1O (centres undefined),-12.4%,0.7%,-5.1%,12.6µM*,-1.3%,2.5%,-11.6
Cn1c(NCc2ccc3occc3c2)nc2cc(-c3ccc(F)cc3)sc2c1=O,.,.,-9.5%,.,.,-0.4%,?
O=c1c2ccccc2nc(-c2ccccc2Cl)n1-c1ccc(O)cc1,-35.3%,-11.9%,-4.0%,1.7%,4.6%,7.1%,?
O=C(Nc1ccc(Cl)cn1)c1cc2ccccc2o1,-30.5%,?,23.8%,0.7%,-24.3%,6.9%,92.2
CCOC(=O)c1cnc(-n2nc(C)cc2C)nc1NCc1ccccc1,68.6%[activator],-0.5%,20.6%,1.4%,-3.2%,0.4%,-73.4*
CCOc1cc(N2CCOCC2)c(OCC)cc1NC(=O)c1ccc(F)c(S(=O)(=O)N2CCOCC2)c1,-15.9%,-21.8%,8.5%,8.2%,.,6.0%,-3.1
O=S(=O)(c1ccc2nc(Nc3ccc(F)cc3)ccc2c1)N1CCCC1,.,-1.6%,.,13.0%,.,-18.0%,-3.9
CC(CC(=O)Nc1ccc(S(=O)(=O)Nc2ncccn2)cc1)c1ccccc1 (centres undefined),-23.4%,5.3%,0.9%,-3.2%,-0.5%,-0.2%,-10.8
COc1ccc(CNCCS(=O)(=O)NN2CCOCC2)cc1,-3.4%,.,9.9%,.,.,-18.4%,-19.5
COc1cccc(-c2nc(CS(=O)CC(=O)NCc3ccccc3)c(C)o2)c1 (centres undefined),27.7%,-7.7%,-1.4%,?,3.5%,-2.8%,-2.7
N#C/C(=C\c1c(Oc2ccc(Cl)cc2)nc2ccccn2c1=O)C(=O)NC1CCS(=O)(=O)C1 (centres undefined),98.3%[activator],3.5%,-5.9%,-16.5%,4.3%,-8.3%,23.0
CCCCNc1ccc(S(=O)(=O)c2cccc([N+](=O)[O-])c2)cc1[N+](=O)[O-],-19.5%,-5.8%,-5.9%,-3.4%,-1.3%,-4.3%,-31.8
O=C(O)c1cc(Cl)c(Cl)cc1C(=O)N1CCCC1,-8.3%,3.5%,-4.3%,-1.3%,2.2%,5.7%,23.1
Cc1noc(C)c1S(=O)(=O)NCCc1csc2nc(-c3ccc(F)cc3)nn12,.,-3.2%,.,-1.2%,.,5.6%,54.5
CCn1c(=N)n(CC(O)c2ccco2)c2ccccc21 (centres undefined),-4.2%,2.3%,0.0%,-4.0%,-3.3%,1.8%,18.8
CCOc1ccc(-c2c(C#N)c(N)nc3sc(C(=O)c4ccccc4)c(N)c23)cc1,-19.8%,-6.0%,-1.1%,7.7%,2.6%,3.3%,?
CCCn1c(=O)c2sccc2n2c(CCCC(=O)Nc3ccccc3OCC)nnc12,.,7.1%,.,-4.7%,.,5.8%,15.6
CCOC(=O)C1CCCN(c2c(C(=O)c3ccccc3)cnc3ccc(OC)cc23)C1 (centres undefined),-2.3%,4.5%,-3.1%,-31.6%,2.2%,-0.5%,-26.7
CCOC(=O)c1oc2ccccc2c1NC(=O)COc1cccc(OC)c1,1.6%,-8.1%,0.8%,-3.3%,4.7%,3.5%,-3.5
CCOC(=O)c1ccccc1NC(=O)COC(=O)C(CCSC)NC(=O)COc1ccccc1 (centres undefined),37.9%,0.0%,-2.9%,-4.4%,.,3.4%,.
O=C(Oc1ccc(-c2cnc3ccccc3n2)cc1)c1ccc(Br)o1,-7.3%,?,0.0%,-0.5%,-2.3%,3.8%,164.4

# Six entries picked at random from those above:
SMILES,AmpC no deterg,AmpC inh detg,AMA1-RON2 inh,Sm TGR inh,LmPK inh,Tb PYK inh,HCMV antiviral
CC1CC(C)CN(C(=O)c2ccc(S(=O)(=O)N3CCCCC3)cc2)C1 (centres undefined),4.3%,3.4%,0.0%,2.8%,0.5%,-12.1%,-0.4
O=c1c2ccccc2nc(-c2ccccc2Cl)n1-c1ccc(O)cc1,-35.3%,-11.9%,-4.0%,1.7%,4.6%,7.1%,?
O=C(O)c1cc(Cl)c(Cl)cc1C(=O)N1CCCC1,-8.3%,3.5%,-4.3%,-1.3%,2.2%,5.7%,23.1
CCOC(=O)c1c(S(=O)(=O)NCC(=O)Nc2ccc(C)cc2)c(C)n(C)c1C,0.6%,-3.0%,-11.5%,0.2%,5.3%,-0.4%,9.6
CCCCNc1ccc(S(=O)(=O)c2cccc([N+](=O)[O-])c2)cc1[N+](=O)[O-],-19.5%,-5.8%,-5.9%,-3.4%,-1.3%,-4.3%,-31.8
CCOC(=O)c1oc2ccccc2c1NC(=O)COc1cccc(OC)c1,1.6%,-8.1%,0.8%,-3.3%,4.7%,3.5%,-3.5
